Platelet DG rel: inhibitors of platelet dense granule secretion, primary screen, cell-based, MLPCN, human platelets. AID 1663, 2009. human platelet-rich plasma, SFLLRN dense granule ATP release, luminescence. inhibition, %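 (compounds screened at 7.5 µM in platelet-rich plasma)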. actives 0.22% (n = 300,000);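 active = mean replicate score, as percent of positive control, at or above 50; inconclusive = mean below 50 but at least one replicate at or above 50; inactive = mean and every replicate below 50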
HIF activator: HIF pathway transcriptional activators, primary screen, cell-based, U2OS HRE-luciferase, luminescence; U2OS HRE-luciferase reporter; normalized: DMSO 0%, desferrioxamine 100%; activation, % at 7.5 µM (by protocol); actives 0.32% (n = 300,000);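 active = mean activation of at least 10% of the iron chelator positive control signal, with at least half of replicates also reaching 10%; inconclusive = mean and replicate majority disagree about reaching 10%; inactive = mean and most replicates under 10%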
RGS4 act: RGS4 potentiators or activators, primary screen, cell-based, HEK293 M3R inducible RGS4, calcium flux; carbachol calcium flux Fluo4; hits give low values; B-score at 10 µM; actives 0.92% (n = 310,000); AID 463111, 2010;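 active = B-score of the integrated calcium signal more than 4 SD below the library mean, with starting fluorescence not abnormally high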;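 note: negative B-score means reduced calcium response which marks RGS4 activation or potentiation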
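System – HEK293 FlpIn-TREx cells, stable M3R, doxycycline-inducible RGS4 · Reagent – ECmax carbachol challenge · Times – compound preincubation 20 min at room temperature before agonist · Technique – Fluo4 fluorescence kinetic imaging of calcium · Measure – B score of integrated Fluo4 ratio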
MrgX1 PAM: positive allosteric modulators of MrgX1, primary screen, HEK293 cells, Fluo-4 calcium flux | Mas-related G-protein coupled receptor member X1 (Homo sapiens), Q96LB2 | FDSS; hits give high values | B-score at 10 µM | actives 0.63% (n = 310,000);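 active = plate-corrected calcium response at least 3 library SD above typical, normal starting fluorescence, not activating the receptor alone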;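 note: compound read alongside a low EC10 to EC30 dose of BAM8-22 agonist; peak minus trough fluorescence over baseline measured at the second addition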
Target sequence (Q96LB2 whole entry, looked up): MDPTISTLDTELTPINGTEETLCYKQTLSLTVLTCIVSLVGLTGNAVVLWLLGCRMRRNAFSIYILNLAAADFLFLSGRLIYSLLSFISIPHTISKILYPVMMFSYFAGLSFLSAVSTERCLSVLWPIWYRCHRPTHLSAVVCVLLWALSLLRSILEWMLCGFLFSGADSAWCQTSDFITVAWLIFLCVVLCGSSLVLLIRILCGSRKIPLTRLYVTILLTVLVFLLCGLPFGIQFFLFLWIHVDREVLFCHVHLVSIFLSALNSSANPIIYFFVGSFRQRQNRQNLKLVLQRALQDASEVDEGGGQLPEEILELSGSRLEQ
RGS4 block: RGS4 inhibitors, primary screen, cell-based, HEK293 M3R inducible RGS4, calcium flux; Regulator of G-protein signaling 4 (Homo sapiens), P49798; actives 0.45% (n = 310,000); Fluo-4 calcium flux; hits give high values; triggered by carbachol at its EC20; B-score at 10 µM;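 active = B-score, a plate-corrected calcium signal, over three deviations above library mean, with baseline fluorescence within five deviations of library mean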;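 note: RGS4 expression induced by doxycycline in cells with stable M3 receptor; B-score is computed from the integrated fluorescence ratio over baseline after carbachol; higher B-score means a larger calcium signal and so more RGS4 inhibition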
Target sequence (P49798 whole entry, looked up): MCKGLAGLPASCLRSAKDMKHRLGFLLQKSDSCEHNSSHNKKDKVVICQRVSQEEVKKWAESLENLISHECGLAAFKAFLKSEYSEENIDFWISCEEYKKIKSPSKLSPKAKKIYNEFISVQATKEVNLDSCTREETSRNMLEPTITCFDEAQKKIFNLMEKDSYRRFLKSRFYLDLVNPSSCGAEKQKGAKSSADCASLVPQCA
MrgX1 ag: agonists of human MrgX1 receptor, primary screen, HEK293 cells, Fluo-4 calcium flux; B-score at 10 µM; Fluo-4 calcium fluorescence, agonist mode; hits give high values; Mas-related G-protein coupled receptor member X1 (Homo sapiens), Q96LB2; actives 0.44% (n = 310,000);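 active = calcium response B-score plate-corrected fluorescence ratio at least 3 library SD, with starting fluorescence B-score inside 5 SD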
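Test system: HEK293 cells stably expressing human MrgX1 receptor; amount: 15,000 cells per well; doses: compound delivered in addition one of three; times: overnight plating before 1 h dye loading; detection: Fluo-4 NW calcium-flux fluorescence, kinetic read; read-out basis: B-scored fluorescence response ratio; controls: positive and negative controls per plate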
SKKanGAS inh: S. pyogenes SKKanGAS growth inhibitors in kanamycin, primary screen, streptokinase expression inhibitor project, SKKanGAS strain, BacTiter-Glo luminescence; AID 1662, 2009; 6 h; inhibition, % at 7.5 µM; actives 1.3% (n = 300,000);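 active = mean replicate score, as percent of positive control median, at least 50; inconclusive = mean below 50 but one replicate at or above 50; inactive = mean and every replicate below 50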;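 note: strain carries kanamycin resistance gene driven by streptokinase promoter and grows in 40 µg/ml kanamycin; loss of luminescence reflects streptokinase promoter inhibition or plain growth inhibition; 0% = median of DMSO wells and 100% = positive control at its reference dose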
TRPC6 inhibitor: mouse TRPC6 channel inhibitors, primary screen, cell-based, HEK293, membrane potential dye. Short transient receptor potential channel 6 (Mus musculus), Q61143. ACh-evoked depolarization; hits give low values. B-score at 10 µM. actives 1.1% (n = 310,000). AID 2553, 2010;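 active = B-score under library mean minus 3 SD, initial fluorescence not abnormally high, positive integrated signal ratio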;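 note: B-score derived from integrated fluorescence ratio over the kinetic read; more negative B-score means stronger inhibition of depolarization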
MrgX1 antagonist: antagonists of human MrgX1 receptor, primary screen, HEK293 cells, Fluo-4 calcium flux. AID 588676, 2011. B-score at 10 µM. BAM8-22 antagonism; hits give low values. actives 1.3% (n = 310,000);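 active = calcium-response B-score plate-corrected more than 3 library SD below zero, starting fluorescence within 5 deviations, no agonist response on first addition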;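 note: peak minus trough fluorescence over baseline after final BAM8-22 challenge near maximal dose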
TRPC6 act: mouse TRPC6 channel activators, primary screen, cell-based, HEK293, membrane potential dye; Short transient receptor potential channel 6 (Mus musculus), Q61143; HEK293-TRPC6 membrane potential dye fluorescence; hits give high values; B-score at 10 µM; actives 0.13% (n = 310,000);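 active = B-score of the integrated fluorescence ratio above library mean plus 3 SD, and starting fluorescence ratio within library mean plus 5 SD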;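 note: higher score means more depolarization so channel activation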
TRPC4 inh: inhibitors of mouse TRPC4 channel, primary screen, Fluo4 calcium, HEK293 TRPC4beta/mu-opioid cells. actives 0.39% (n = 300,000). B-score at 10 µM. AID 2247, 2010. Short transient receptor potential channel 4 (Mus musculus), Q9QUQ5. DAMGO-evoked Fluo4 calcium flux; hits give low values;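 active = B-score over 3 SD under the library average, no early fluorescence shift, positive overall ratio signal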
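Assay system: HEK293 cells with stable TRPC4beta plus mu-opioid receptor expression. Dosing: single dose. Measured by: Fluo4 Ca2+ flux fluorescence. Also added: DAMGO in two steps, submaximal then maximal. Read-out: B score from integrated Fluo4 fluorescence ratio.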
Active calls of the source: *; i = inactive; ? = inconclusive; · = no result given.

SMILES	Platelet DG rel	HIF activator	RGS4 act	MrgX1 PAM	RGS4 block	MrgX1 ag	SKKanGAS inh	TRPC6 inhibitor	MrgX1 antagonist	TRPC6 act	TRPC4 inh
Clc1ccc(OCCSc2nnnn2C2CCCCC2)cc1	25	0.0	i	i	i	i	0	i	i	i	i
Cc1ccc(NC(=O)CN(C)C(=O)C(C)OC(=O)CNC(=O)c2ccc(Cl)c([N+](=O)[O-])c2)cc1 (configuration not stated)	1	0.2	i	i	i	i	-7	i	i	i	i
Cc1cc(C)n2nc(CC(=O)NCc3ccc(F)cc3)nc2n1	2	-2.7	i	i	i	i	-5	i	i	i	i
O=S1(=O)Nc2c(ccc3cccnc23)-c2ccccc21	-2	1.5	i	i	i	i	112*	i	i	i	i
O=C(O)CN1CCCCCC1=O	3	0.4	i	i	i	i	14	i	i	i	i
CCCC1(C(=O)OCC)NC(c2cc(OC)c(OC)c(OC)c2)C2C(=O)N(CC)C(=O)C21 (configuration not stated)	-2	-0.1	i	i	i	i	-7	i	i	i	i
O=C(NCC1CCN(Cc2ccccc2F)CC1)Nc1ccccc1F	-4	-1.2	i	i	i	i	1	i	i	i	i
CCOc1ccc(C2C(C(=O)OC)=CN(CCOC)C=C2C(=O)OC)cc1	3	0.2	i	i	i	i	10	i	i	i	i
Cc1ccc(CNS(=O)(=O)c2c(C)n(C)c(=O)n(C)c2=O)cc1	-2	-0.5	i	i	i	i	-4	i	i	i	i
CCN1CCN(C(=S)c2ccc(Cl)c(Cl)c2)CC1	-5	-0.1	i	i	i	i	-1	i	i	i	i
CCOc1ncccc1C(=O)N(CC)CC(=O)Nc1ccc(NC(C)=O)cc1	2	1.4	i	i	i	i	-1	i	i	i	i
Cc1ccc(C)c(NC(=O)CCCCCN2C(=O)[C@@H]3Cc4ccccc4CN3C2=O)c1	-16	0.1	i	i	i	i	7	i	i	i	i
COc1ccc(S(=O)(=O)Cc2ccc(C(=O)N3CCOCC3)o2)cc1	6	·	i	i	i	i	1	i	i	i	i
COC(=O)c1ccc(NC(=O)CSc2nc(=O)n3cccc(C)c3n2)cc1	-12	-0.4	i	i	i	i	-6	i	i	i	i
O=C(Nc1ccc(OCC(=O)N2CCOCC2)cc1)Nc1cccc2ccccc12	-6	-0.6	i	i	i	i	3	i	i	i	i
COc1ccc(CCNC(=O)[C@H](C)N2C(=O)N3CCc4c([nH]c5ccccc45)[C@@]3(C)C2=O)cc1	2	-0.3	i	i	i	i	2	i	i	i	i
Fc1ccc(N2CCN(c3nc(CN4CCOCC4)nc4scc(-c5ccccc5)c34)CC2)cc1	-11	-0.7	i	i	i	i	-3	i	i	i	i
CC(C)C[C@H](NC(=O)N1CC(=O)Nc2ccccc21)C(=O)N[C@@H](C(=O)O)c1ccccc1	1	0.1	i	i	i	i	-1	i	i	i	i
NS(=O)(=O)c1ccc(CCNC(=O)CSc2nc3ccccc3c(=O)n2CC2CCCO2)cc1 (configuration not stated)	-7	0.3	i	i	i	i	3	i	i	i	i
COC(=O)Cn1c(C(O)c2ccccc2)nc2ccccc21 (configuration not stated)	0	0.4	i	i	i	i	2	i	i	i	i
Cc1ccc(C)c(OCC(=O)N/N=C/c2ccsc2)c1	-6	-53	i	i	i	i	14	i	i	i	i
Cc1ccccc1OCC(=O)NNC(=O)C1CCN(c2ncnc3sc(C)c(C)c23)CC1	7	-0.1	i	i	i	i	1	i	i	i	i
CC(O)c1cccc(NC(=O)C2CCCCC2)c1 (configuration not stated)	-12	-2.7	i	i	i	i	1	i	i	i	i
S=C(NCCCc1ccccc1)NCc1ccccc1	·	·	i	i	i	i	·	i	i	i	i
Cc1nn(Cc2noc(C(=O)NCc3ccccn3)n2)c(C)c1Br	-9	0.0	i	i	i	i	4	i	i	i	i

Continued.
SMILES	Platelet DG rel	HIF activator	RGS4 act	MrgX1 PAM	RGS4 block	MrgX1 ag	SKKanGAS inh	TRPC6 inhibitor	MrgX1 antagonist	TRPC6 act	TRPC4 inh
CCOC(=O)c1nc(C)sc1-c1ccnn1S(=O)(=O)c1ccccc1C(F)(F)F	-5	-0.4	i	i	i	i	-15	i	i	i	i
CCOC(=O)C1C(c2ccccc2)N(C)OC1(O)C(F)(F)F (configuration not stated)	0	-0.2	i	i	i	i	0	i	i	i	i
CN(C(=O)c1ccccc1)c1nc2ccccc2s1	2	1.5	i	i	i	i	-4	i	i	i	i
CC1CCN(S(=O)(=O)c2ccc3c(c2)N(CC(=O)NCCCN2CCCCC2C)C(=O)CS3)CC1 (configuration not stated)	5	-0.3	i	i	i	i	-1	i	i	i	i
COc1ccc(OCCCC(=O)OCC(=O)Nc2sccc2C(N)=O)cc1	-6	0.1	i	i	i	i	4	i	i	i	i
CCCCCCn1nc(C(=O)OCC(=O)c2c(N)n(C)c(=O)n(C)c2=O)c2ccccc2c1=O	1	-0.6	-8.7*	i	i	i	17	i	i	i	i
O=C(N/C=C/c1ccco1)Nc1cccc(Cl)c1	7	-0.2	i	i	i	i	0	i	i	i	i
Cc1cccc(OCC(=O)NCCNC(=O)c2ccncc2)c1	-5	-0.1	i	i	i	i	-6	i	i	i	i
Cc1cc([N+](=O)[O-])nn1CC(=O)Nc1ccc(Cc2ccncc2)cc1	-6	0.1	i	i	i	i	1	i	i	i	i
Cc1ccc(OCc2nnc(SCC(=O)N3CCc4ccccc43)n2C)cc1	-8	-0.1	i	i	i	i	-4	i	i	i	i
CCn1cc(C(=O)N2CCN(c3ccccn3)CC2)c(=O)c2cc(S(=O)(=O)N3CCC(C)CC3)ccc21	-8	-0.2	i	i	i	i	0	i	i	i	i
Cc1ccc(C(=O)c2c[nH]c3c(F)cc(F)cc3c2=O)cc1	-2	-0.2	i	i	i	i	-12	i	-6.8*	i	i
CCOc1cc(C2C(C(=O)c3ccco3)=C(O)C(=O)N2Cc2ccccc2)ccc1O (configuration not stated)	-6	-0.2	i	i	i	i	2	i	i	i	i
CCOC(=O)N1CCC(NC(=O)C(NC(=O)C2CCC(C)CC2)C(C)CC)CC1 (configuration not stated)	0	-0.6	i	·	i	·	-3	i	·	i	i
O=C(N/N=C/c1ccc(N2CCOCC2)o1)c1ccccc1[N+](=O)[O-]	5	-0.8	i	i	i	i	-2	i	i	i	i
Cc1ccc(OCc2ccc(C(=O)O)o2)cc1C	-4	-19	i	i	i	i	-4	i	i	i	i
N#Cc1ccccc1NC(=O)CN1C(=O)NC2(CCCC2)C1=O	-5	-0.2	i	i	i	i	0	i	i	i	i
C=C1CCN([C@H](C(=O)NCc2ccco2)C(C)C)S(=O)(=O)c2ccccc21	1	-0.6	i	i	i	i	2	i	i	i	i
Cc1ccc(N(C(=O)c2csnn2)C(C(=O)NC2CCCCC2)c2ccncc2)c(C)c1 (configuration not stated)	-1	0.6	i	i	i	i	-9	i	i	i	i
COc1ccc(O)c(C(=O)c2cnc3c(c2)c(C)nn3CCO)c1	0	-0.3	i	i	i	i	5	i	i	i	i
CCOc1ccc(-c2nnc(N)o2)cc1	5	2.1	i	i	i	i	0	i	i	i	i
CC1Cc2ccccc2N1C(=O)CSc1nc(-c2ccccc2)cs1 (configuration not stated)	-3	0.3	i	i	i	i	-11	i	i	i	i
CCOc1ccc(NC(=O)C(=O)NCC2CCCN2CC)cc1 (configuration not stated)	13	-0.3	i	i	i	i	-12	i	i	i	i
CC(C)(C)c1ccc(C(=O)Nc2ccc(O)c3c(=O)cc(-c4ccccc4Cl)oc23)cc1	-1	-0.3	i	i	i	i	10	i	i	i	i
C[C@@H]1CC=C[C@H]2[C@H]1C(=O)N(Cc1ccccc1)[C@H]2c1ccc(F)c(Br)c1	2	0.1	i	·	i	·	37	i	·	i	i

(list continues)
SMILES	Platelet DG rel	HIF activator	RGS4 act	MrgX1 PAM	RGS4 block	MrgX1 ag	SKKanGAS inh	TRPC6 inhibitor	MrgX1 antagonist	TRPC6 act	TRPC4 inh
CCOC(=O)c1c(NC(=O)C2CC=CCC2C(=O)O)sc(C)c1CC (configuration not stated)	2	0.2	i	i	i	i	5	i	i	i	i
CCn1c(=O)oc2cc(NC(=O)CCl)ccc21	4	-2.0	i	i	i	i	0	i	i	i	i
CC(=O)N(c1nnc(-c2ccc(C)cc2)s1)C1CCCC1	0	1.4	i	i	i	i	-3	i	i	i	i
Cc1ccc(OCC(=O)NN2C(=O)c3ccccc3C2=O)cc1	14	-0.2	i	i	i	i	-8	i	i	i	i
Cc1ccc(-c2nc3c(c(=O)[nH]c(=O)n3Cc3ccccc3)n2Cc2ccccc2)o1	2	-0.7	i	·	8.2*	·	29	i	·	i	i
CCOC(=O)c1cc(-c2ccccc2)n(CC(=O)Nc2ccc(OC)cc2)c1C	-2	-0.3	i	i	i	i	?	i	i	i	i
CCC(C)(C)NC(=O)C(c1ccc(OC)cc1)N(C(=O)CCC(=O)Nc1cc(C)on1)c1cccc(F)c1 (configuration not stated)	-41	-0.1	i	i	i	i	3	i	i	i	i
CC(C)C1C(c2ccccc2)NC(c2ccccc2)CC1(O)c1ccc(F)cc1 (configuration not stated)	-2	-0.2	i	i	i	i	6	i	i	i	i
O=C(c1cn(-c2ccccc2)nc1-c1ccncc1)N1CCCCC1	·	-0.9	i	i	i	i	-1	i	i	i	i
CCOC(=O)c1sc(C)c(C(=O)NCCCN2CCOCC2)c1N	2	-0.5	i	i	i	i	2	i	i	i	i
CCn1cnc2cc(NCc3nc4ccccc4n3Cc3ccccc3)ccc21	8	1.2	i	i	i	i	-1	i	i	i	i
CC(=O)N1CCN(c2ccc(NC(=O)c3ccc(Cl)c([N+](=O)[O-])c3)cc2)CC1	6	0.3	i	i	i	i	0	i	i	i	i
